Screens as filed in PubChem BioAssay.
TGFb inhibitor = inhibitors of TGF-b signaling. HepG2 CAGA-GFP TGF-b/SMAD3 reporter, GFP fluorescence, 18 h; TGF-beta stimulated, 500 pg/mL final. Potency, µM (highest dose often 46.1 µM), for inactives: at the highest dose activity, negative = inhibition, hits mostly inhibitors. 410,000 tested, 1.2% active. AID 588855; also: potency is read from the fitted curve at half-maximal effect; % is scaled to controls: 0 for no effect and ±100 for the full control effect; nearly all actives have a fitted effect of over 65% in size
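GFP signal (ex488/em500-530) from TGF-beta-stimulated HEPG2 CAGA-GFP cells, 500 pg/mL final, 18 h at 37 degrees C in DMEM plus 1% FBS, normalized to unstimulated and DMSO-stimulated controls.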
Akt phos inh = inhibitors of Akt phosphorylation; Neuro2A IGF-stimulated pAkt S473 HTRF, 20 min; active compounds read low; AID 651550; activity change, % for hits at 50 µM; 360,000 tested, 0.32% active; in the data active = activity change below about -80%; inconclusive = mostly about -51% to -80%; also: % is scaled to controls: 0 for no effect and ±100 for the full control effect
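Single-point screen (50 µM final compound) in Neuro2A cells stimulated 20 min with 6 nM IGF at 37 deg C. After lysis, Ser473-phosphorylated Akt read by HTRF (ex 330 nm, em 615/665 nm) as the 665/615 ratio.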
CCT modulator = changes cytosolic chaperonin activity. purified chaperonin ATPase assay, HTRF ADP detection, 30 min. activity change, % (no concentration beside the values), hits read low. 360,000 tested, 0.3% active; in the data active = activity change below about -30%; also: % is scaled to controls: 0 for no effect and ±100 for the full control effect
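First, chaperonin was dispensed at 40 nM or 20 nM final depending on batch activity. Next, compounds were pinned at 76 uM and ATP added at 10 uM. After 30 min at 37 °C, ADP detection reagents ran 30 min at ambient temperature.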
Abeta yeast res = restores growth of yeast expressing A-beta42 peptide; yeast expressing A-beta42, growth rescue, OD600, 48 h; response scale: 0% DMSO, 100% iron-clioquinol control; Potency, µM (highest dose often 46.1 µM), for inactives: at the top dose growth rescue, most hits filed as activators; 410,000 tested, 0.063% active; also: potency is read from the fitted curve at half-maximal effect; nearly all actives have a fitted effect of over 55% in size
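Yeast A-beta toxicity model in growth medium with pinned compounds, 48 h at 30 C; growth read as absorbance at 600 nm. Normalized to FeCl3/clioquinol equimolar mix (positive) and DMSO (negative).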
Nrf2 ARE act = activates Nrf2 signaling; AREc32 ARE-luciferase reporter (MCF7-derived line), luminescence, 24 h; Potency, µM (doses to about 46.1 µM), for the others: at the highest dose activation, usual class: activators; 410,000 tested, 0.31% active; AID 624171; also: potency is read from the fitted curve at half-maximal effect; % of control where 0% means no effect; nearly all actives have a fitted effect of over 65% in size
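Luciferase luminescence (Steady-Glo, 30 min at room temperature) served as the read-out of ARE activation in AREc32 cells treated with compounds for 24 hr at 37 deg C.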
HepG2 tox = kills HepG2 cells in TGF-b inhibitor counter-screen | HepG2 CAGA-GFP viability, ATP luminescence, 18 h | Potency, µM (top dose mostly 46.1 µM), for inactives: top-dose activity change, negative = cytotoxicity, most hits filed as cytotoxic | 410,000 tested, 0.76% active | AID 588856; also: potency is read from the fitted curve at half-maximal effect; some results filed as inactive show a strong effect at the top dose
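CellTiter-Glo luminescence gave cytotoxicity after 18 hours at 37 degrees C. The cells were HepG2 CAGA-GFP in 1% FBS DMEM, stimulated with 500 pg/mL TGF-beta after compound addition. %Activity was normalised to no-cell wells (complete cell-killing) and DMSO (no toxicity), and curves were fitted and classified.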
Nrf2 block = inhibitors of Nrf2 signaling; Potency, µM (highest dose often 46 µM), without a hit: at the top dose activity change, negative = inhibition, actives largely listed as inhibitors; A549 ARE-Fluc reporter, luciferase luminescence, 18-24 h; 360,000 tested, 2.1% active; also: potency is read from the fitted curve at half-maximal effect; % is scaled to controls: 0 for no effect and ±100 for the full control effect; nearly all actives have a fitted effect of over 60% in size
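A549 ARE_Fluc cells (5000/well, 5% FBS OPTI-MEM) pre-incubated 2 h, then treated with compounds 18-24 h at 37C/5% CO2 in concentration-response. CellTiter-Fluor viability read first; BugLite luciferase luminescence after 15 min at room temperature gives Nrf2 activity.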
Mm-Cpn inhibitor = M. maripaludis TRiC chaperonin inhibition. purified Mm-Cpn ATPase, ADP Transcreener TR-FRET. Potency, µM (doses to about 76.9 µM), for inactives: at the highest dose activity, negative = inhibition, most hits filed as inhibitors. 330,000 tested, 0.031% active. AID 504842; also: potency is read from the fitted curve at half-maximal effect; % is scaled to controls: 0 for no effect and ±100 for the full control effect; nearly all actives have a fitted effect of over 80% in size
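25 nM Mm-CPN + cpd, 10 min 37°C; + 10 uM ATP, 30 min 37°C; buffer 30 mM Tris pH 7.4, 100 mM KCl, 5 mM MgCl2, 1 mM DTT; Transcreener ADP HTRF detection 30 min RT.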
A549 viability = kills or reduces viability of A549 cells in Nrf2 counter-screen | A549 ARE-Fluc cells, CellTiter-Fluor viability, 18-24 h | AID 504648 | Potency, µM (doses to about 46 µM), inactives show at the top dose activity change, negative = cytotoxicity, usual class: inhibitors | 390,000 tested, 0.16% active; also: potency is read from the fitted curve at half-maximal effect; % is scaled to controls: 0 for no effect and ±100 for the full control effect
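A549 ARE_Fluc cells in 5% FBS OPTI-MEM were exposed to compounds in concentration-response for 18-24 h at 37 deg C. Viability was read by CellTiter-Fluor fluorescence (Ex 405/Em 525) after 30 min, before the luciferase read.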
* marks the source's active call; other numbers are inactive results; i = inactive; ? = inconclusive; · = not tested or not shown; & = joins results of further samples; [ ] = remark or other dose. Unless noted, calls follow the shape of the dose curve; as a rule, active = well fitted curve in the direction sought with a large enough effect; inconclusive = small, poorly fitted or top-dose-only effect, or another doubt; inactive = no such curve, though single readings can be large; an effect the other way counts as inactive or inconclusive. Outcome played no part in choosing rows; 4.3% or so of the library scored in one or more.

mol,Mm-Cpn inhibitor,Akt phos inh,CCT modulator,HepG2 tox,Abeta yeast res,TGFb inhibitor,Nrf2 block,A549 viability,Nrf2 ARE act
CC1(C)Oc2ccc3ccc(=O)oc3c2C[C@H]1O,0%,i,-3.1,-2%,-10%,-8%,-14%,-1%,-0.8%
CC(=O)c1cc(-c2ccc(F)cc2)n(CC(=O)NCc2cccs2)c1C,2%,?,2.3,3%,-10%,10%,·,-1%,4.0%
Cc1cccc(CN2CCN(C(=O)CN(C)C(C)C(=O)Nc3ccc(C(N)=O)cc3)CC2)c1 (stereo unspecified),3%,i,-0.4,-1%,-12%,1%,0%,2%,0.0%
CC(=O)Nc1ccc(S(=O)(=O)Nc2nc3ccccc3s2)cc1,1%,i,0.1,2%,5%,15%,15%,-2%,-0.5%
NC(=O)Cc1ccc(C(=O)c2ccccc2)s1,-5%,i,0.9,-3%,-7%,23%,15%,0%,1.7%
CCC1CCCCN1CCCNC(=O)c1ccc2c(c1)sc1nc(-c3ccc(F)cc3)cn12 (stereo unspecified),·,·,·,-47%,-21%,-15%,19%,8%,12%
CCOC(=O)C1=CCN(S(=O)(=O)c2ccccc2C)C1c1cccc(F)c1 (stereo unspecified),·,i,2.5,-26%,-5%,?,·,·,8.1%
C=CCNC(=O)/C(=C/c1cccc([N+](=O)[O-])c1)NC(=O)c1ccco1,0%,i,-2.3,2%,-3%,-8%,0%,-5%,1.2%
Cc1ccc(C(=O)CSc2ncnc3sc4c(c23)CCCC4)cc1,1%,i,-3.7,1%,5%,4%,-26%,8%,0.0%
O=C(c1ccc(COc2ccccc2Cl)o1)N1CCOCC1,-2%,i,-0.9,-7%,3%,-3%,1%,5%,-0.2%
Cc1cc(Cl)ccc1NS(=O)(=O)c1c(C(=O)N2CCCCCC2)c(C)n(C)c1C,·,·,·,-20%,-10%,?,-28%,-7%,3.5%
CC(C)N1CCN(Cc2ccc(OCc3ccccc3)cc2)CC1CCO (stereo unspecified),4%,i,-2.8,2µM*,-1%,-24%,6%,16%,6.4%

The list continues.
mol,Mm-Cpn inhibitor,Akt phos inh,CCT modulator,HepG2 tox,Abeta yeast res,TGFb inhibitor,Nrf2 block,A549 viability,Nrf2 ARE act
COC(=O)c1cc(NC(=O)Cc2ccccc2[N+](=O)[O-])cc(C(=O)OC)c1,-1%,i,-1.2,-14%,-5%,2%,-28%,-1%[1.84 µM],-0.1%
CCOC(=O)CC1(NC(=O)C2CCC(=O)N(CCc3ccccc3)C2)CCCCC1 (stereo unspecified),-1%,i,0.0,2%,3%,8%,24%,-1%,-0.7%
COC(=O)c1ccc(NC(=O)c2nc(-c3ccc(Cl)cc3)n3c2CCCCC3)cc1,·,·,·,2%,-9%,·,14%,2%,-0.9%
O=C(Nc1ncc(Cc2cc(Cl)ccc2Cl)s1)c1ccc([N+](=O)[O-])cc1,-1%,i,1.4,-12%,?,?,?,?,2.9%
O=C(CC(CC(=O)c1ccccc1)C(=O)O)c1ccccc1,1%,i,-0.2,2%,?,-7%,4%,10%,-0.8%
CCN(c1ccccc1)S(=O)(=O)c1cccc(C(=O)NCC2(N(C)C)CCCCC2)c1,-1%,i,2.3,-29%,-7%,0%,5%,-6%,-0.7%
COc1ccc(S(=O)(=O)N2CCN(Cc3c[nH]c4ccccc34)CC2)cc1,-3%,i,-0.9,-2%,-6%,-3%,·,18%,5.7%
CC(NCc1ccc(OCc2ccc(Cl)cc2)cc1)C(O)c1ccccc1 (stereo unspecified),-3%,i,2.8,16µM*,4%,14µM*,?,?,-1.4%
Cc1cc(C)c(S(=O)(=O)N2CCC(C(=O)OCc3c(C)noc3C)CC2)c(C)c1,0%,i,1.2,-28%,11%,-21%,-8%,2%,-0.3%
Nc1c2c(nc3ccn(-c4ccccc4)c(=O)c13)CCCCC2,-14%,i,-2.1,-51%,-7%,-15%,10%,11%,0.3%
CCCCC[C@@H]1C=C(C(=O)O)[C@H](c2ccc(OC)c(OC)c2)N1S(=O)(=O)c1ccc(C)cc1,3%,i,0.8,0%,-2%,-6%,-29%,-5%,-0.1%
Cc1cs/c(=N\N=C\c2ccc(O)cc2)n1Cc1ccco1,-1%,i,-1.4,-13%,-48%[inhibitor],-16%,?,-6%,2.2%[9.22 µM]

Further entries
mol,Mm-Cpn inhibitor,Akt phos inh,CCT modulator,HepG2 tox,Abeta yeast res,TGFb inhibitor,Nrf2 block,A549 viability,Nrf2 ARE act
CC(=O)NC(c1cccc(F)c1)c1nc(-c2ccc(N(C)C)cc2)cs1 (stereo unspecified),·,i,-1.3,-33%,-13%,-6%,·,·,3.9%
O=C(c1cnc2ccc(Cl)cc2c1Cl)N1CCOCC1,0%,i,-0.4,-3%,-8%,6%,-21%,-2%,-0.2%
O=c1[nH][nH]c2c1[C@@H](c1ccc(F)cc1)O[C@H](CCOCc1ccccc1)C2,·,i,-0.3,·,5%,·,·,·,0.3%
COc1ccc(NC(=O)CN(C)C(=O)C(NC(=O)c2ccco2)C(C)C)cc1 (stereo unspecified),1%,i,-3.5,-9%,9%,0%,-1%,-1%,0.0%
Cc1ccc(N2CCCn3c2cc(C)c(C#N)c3=O)cc1C,0%,i,-0.2,-4%,4%,-20%,?,-9%,0.1%
CN(C)c1ccc(C(=O)C=Cc2ccc([N+](=O)[O-])cc2)cc1,·,i,0.4,0%,-3%,-1%,·,·,0.0%
Cc1ccc(OCCn2cccn2)c(C)c1,-5%,i,1.3,9%,-11%,6%,0%,7%,-0.2%
CCc1c(C(=O)N/N=C/c2cccs2)nnn1-c1nonc1N,0%,i,0.0,-13%,-12%,10%,7%,-7%,12%
Cn1c(=O)oc2cc(S(=O)(=O)NCCN3CCN(c4ccccc4)CC3)ccc21,0%,i,-1.2,-27%,5%,-17%,5%,14%,0.4%
OC[C@H]1O[C@H](OCc2ccccc2)[C@H](O[C@@H]2OC[C@@H](O)[C@H](O)[C@H]2O)[C@@H](O)[C@@H]1O,3%,i,-0.9,-16%,1%,6%,2%,-14%,-1.0%
CCn1c(SCC(=O)Nc2ccc(OC)c(OC)c2)nnc1-c1cccs1,1%,i,0.8,11%,3%,-24%,-22%,0%,-0.5%
Cn1c(=O)[nH]c(=O)c2c1nc(N1CCCC1)n2CCCSc1nc2ccccc2o1,0%,i,-3.2,-4%,14%,-3%,-25%,-1%,0.2%

(continued)
mol,Mm-Cpn inhibitor,Akt phos inh,CCT modulator,HepG2 tox,Abeta yeast res,TGFb inhibitor,Nrf2 block,A549 viability,Nrf2 ARE act
CCSc1nc(CC)c2c(c1C#N)CCCC2,-2%,i,1.6,10%,15%,-4%,4%,9%,-0.6%
COc1ccccc1-c1c(C)nn2c(C)cc(C)nc12,0%,i,-0.4,14%,-11%,14%,12%,1%,-0.2%
Cc1cccc(NC(=O)CCS(=O)(=O)c2ccc3c(c2)oc(=O)n3C)c1,-1%,i,-3.6,-6%,9%,1%,-9%,5%,0.0%
COc1ccc(CCN2C(=O)c3[nH]nc(-c4ccccc4O)c3C2c2ccc(C)cc2)cc1OC (stereo unspecified),2%,i,0.8,-77%,-20%,?,?,?,0.3%
O=C(NNC(=S)NC1CCCCC1)c1ccccc1Cl,-12%,i,0.6,4%,?,-2%,?,1%,0.2%
O=C(NCc1cccc(F)c1)C1=Cc2cc(Br)ccc2OC1,·,·,·,-24%,2%,?,·,13%,-0.3%
CC(C)OCCCNC(=O)Cn1ccc2cc(S(=O)(=O)N3CCCCCC3)ccc21,1%,i,3.2,0%&-6%,-17%&-2%,1%&0%,17%&-9%,16%&2%,3.5%&3.2%
COc1cc(C(=O)NC(=S)Nc2ccc([N+](=O)[O-])cc2C)cc(OC)c1OC,0%,i,1.6,-23%,4%,-7%,-20%,-2%,-0.8%
COc1ccc(/C(C)=N/OC/C(O)=C(\C#N)c2nc3ccccc3[nH]2)c(OC)c1,-1%,i,0.3,-47%,1%,-29%,-12%,1%,6.1%
Cc1cc(C)cc(NC(=O)CSCc2cc(=O)c3ccc(C)c(C)c3[nH]2)c1,·,·,·,1%,5%,-5%,·,-1%,-0.6%
N#C/C(=C(/O)c1ccc([N+](=O)[O-])cc1)c1nnc2n1CCCCC2,-4%,i,-5.3,17%,-17%,-2%,-12%,-5%,0.1%
O=C(N[C@@H](Cc1ccccc1)C(=O)O)c1cccs1,-1%,i,-3.1,2%,2%,-5%,-7%,0%,-0.3%

Following part:
mol,Mm-Cpn inhibitor,Akt phos inh,CCT modulator,HepG2 tox,Abeta yeast res,TGFb inhibitor,Nrf2 block,A549 viability,Nrf2 ARE act
Cc1nn(-c2ccccc2)c(N2CCCC2)c1/C=N/NC(=O)c1cc(-c2ccccc2)nc2ccccc12,-3%,i,0.2,3%,5%,-19%,14%,-4%,3.1%
O=c1[nH][nH]c2c1[C@H](c1ccc(Cl)cc1)O[C@H](C1CCCC1)C2,·,i,-1.3,·,2%,·,·,·,-0.9%
O=C(CCCn1c(=O)[nH]c2ccccc2c1=O)NCc1ccccc1Cl,·,·,·,-17%,-15%,-15%,·,2%,-0.1%
COc1ccc(-n2c(C)cc(C(=O)CN3CCC(C)CC3)c2C)cc1,-2%,i,-4.0,-11%,0%,?,27%,-4%,3.3%
